KDM5B inh: Primary screen for KDM5B Histone Demethylases FDH-coupled qHTS. KDM5B demethylase, FDH-coupled NADH fluorescence (FDH is formaldehyde dehydrogenase). Potency, µM (titrated, usually from 57.7 µM), without a hit: top-dose activity change, negative = inhibition, actives largely listed as inhibitors. 220,000 tested, 2.6% active. AID 1347165, 2019; active = well fitted inhibition curve with a large enough effect; inconclusive = small, poorly fitted or top-dose-only effect; inactive = no such curve, though single readings can be large or run the other way; note: 0% is about no effect; nearly all actives have a fitted effect of over 70% in size
Target sequence (Q9UGL1 whole entry, looked up): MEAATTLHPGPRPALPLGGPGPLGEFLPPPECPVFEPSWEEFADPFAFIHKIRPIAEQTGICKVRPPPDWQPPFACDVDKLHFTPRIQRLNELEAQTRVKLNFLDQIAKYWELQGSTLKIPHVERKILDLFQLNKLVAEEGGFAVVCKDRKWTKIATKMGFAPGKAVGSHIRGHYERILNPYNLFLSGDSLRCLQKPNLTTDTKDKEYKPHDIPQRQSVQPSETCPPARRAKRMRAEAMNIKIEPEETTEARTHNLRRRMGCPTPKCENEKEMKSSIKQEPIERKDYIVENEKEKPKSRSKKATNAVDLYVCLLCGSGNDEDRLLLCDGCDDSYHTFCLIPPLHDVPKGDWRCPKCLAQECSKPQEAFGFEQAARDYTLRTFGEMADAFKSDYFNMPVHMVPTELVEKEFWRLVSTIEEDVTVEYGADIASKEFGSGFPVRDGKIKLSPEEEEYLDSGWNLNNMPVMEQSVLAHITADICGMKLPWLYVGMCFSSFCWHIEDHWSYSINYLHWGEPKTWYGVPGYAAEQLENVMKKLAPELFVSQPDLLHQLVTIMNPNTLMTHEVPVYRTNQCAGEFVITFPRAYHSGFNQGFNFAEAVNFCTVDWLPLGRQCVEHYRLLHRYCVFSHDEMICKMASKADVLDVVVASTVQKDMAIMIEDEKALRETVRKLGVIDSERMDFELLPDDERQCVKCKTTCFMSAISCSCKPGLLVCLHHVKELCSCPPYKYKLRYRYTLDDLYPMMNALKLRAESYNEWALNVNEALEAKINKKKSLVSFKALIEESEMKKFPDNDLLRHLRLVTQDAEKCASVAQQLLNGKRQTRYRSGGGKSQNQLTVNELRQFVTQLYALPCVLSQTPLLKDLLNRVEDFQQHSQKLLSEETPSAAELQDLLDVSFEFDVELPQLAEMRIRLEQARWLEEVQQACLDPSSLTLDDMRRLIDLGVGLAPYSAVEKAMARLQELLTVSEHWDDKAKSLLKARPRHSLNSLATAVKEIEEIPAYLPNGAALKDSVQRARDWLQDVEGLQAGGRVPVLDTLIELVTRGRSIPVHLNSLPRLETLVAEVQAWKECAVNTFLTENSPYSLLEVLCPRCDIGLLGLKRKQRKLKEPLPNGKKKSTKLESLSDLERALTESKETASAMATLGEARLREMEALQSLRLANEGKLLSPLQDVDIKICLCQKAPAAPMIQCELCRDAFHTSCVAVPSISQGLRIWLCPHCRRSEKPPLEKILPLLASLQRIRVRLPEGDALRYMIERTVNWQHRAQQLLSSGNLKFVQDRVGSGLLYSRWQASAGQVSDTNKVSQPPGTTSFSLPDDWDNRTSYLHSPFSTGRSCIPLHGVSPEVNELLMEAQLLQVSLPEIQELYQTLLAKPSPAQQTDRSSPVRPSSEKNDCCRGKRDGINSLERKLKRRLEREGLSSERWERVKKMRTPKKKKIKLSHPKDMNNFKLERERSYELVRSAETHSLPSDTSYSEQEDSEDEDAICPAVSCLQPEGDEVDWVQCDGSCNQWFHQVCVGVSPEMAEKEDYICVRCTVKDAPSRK
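Inhibition is measured as reduced NADH fluorescence generation from FDH coupling to formaldehyde release. Truncated KDM5BΔAP at 200 nM final acts on H3K4me3 peptide (12.5 µM in substrate mix) in pH 7.5 HEPES buffer with Tween-20, 30 min, room temperature.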
* = called active by the depositor; [ ] = remark or other dose. Potency is the fitted concentration of half-maximal effect. Only part of the results is shown; the hit share may differ from the screen's.

The opening 3 compounds, to show the layout:
For O=C(NCC1CC1)c1cn(C2CN(C(=O)C3CCOC3)C2)nn1 (stereo not given) the results were KDM5B inh -6%.
For C=CCn1c(C)cc(C(=O)COC(=O)c2cc(C)nc3ccccc23)c1C the results were KDM5B inh 4%.
For CC(OC(=O)/C=C/c1ccc2ccccc2n1)C(=O)NC1(C#N)CCCCC1 (stereo not given) the results were KDM5B inh -18%.

All compounds of this part, repeating the preview:
For O=C(NCC1CC1)c1cn(C2CN(C(=O)C3CCOC3)C2)nn1 (stereo not given) the results were KDM5B inh -6%.
For C=CCn1c(C)cc(C(=O)COC(=O)c2cc(C)nc3ccccc23)c1C the results were KDM5B inh 4%.
For CC(OC(=O)/C=C/c1ccc2ccccc2n1)C(=O)NC1(C#N)CCCCC1 (stereo not given) the results were KDM5B inh -18%.
`CC(OC(=O)CCCNC(=O)c1ccc(Cl)cc1)C(=O)N(C)Cc1ccccc1` (stereo not given) gave KDM5B inh -5%.
`CN(CC(=O)Nc1ccccc1)C(=O)c1cc2c(s1)CCCCC2` gave KDM5B inh 14%.
Cn1c(=O)n(C/C=C/c2ccccc2)c(=O)c2c1nc1n2CCN1c1ccc(Cl)cc1 was read as KDM5B inh inconclusive.
`CC(=O)NCCC(=O)N1CCC2(CC1)CN(C(=O)Cc1ccc(O)cc1)CCO2` gave KDM5B inh -2%[115 µM].
`CCn1c(SCC(=O)Nc2cccc(C)c2)nc2ccccc2c1=O` gave KDM5B inh 29%.
`COc1cc(/C=N/NC2=NS(=O)(=O)c3ccccc32)ccc1OC(C)=O` gave KDM5B inh 3%.
Screening CN(C)c1cccc(C(=O)NNC(=O)c2ccccc2F)c1 returned KDM5B inh -14%.
Screening Cc1cnc2c(S(=O)(=O)NC3CCN(S(C)(=O)=O)CC3)cccc2c1 returned KDM5B inh -4%.
COC(=O)[C@H](C(C)C)N(CCc1cn(Cc2ccc(C)cc2)nn1)S(=O)(=O)c1ccc(F)cc1Br was read as KDM5B inh -2%.

Copied from above for reference:
For O=C(NCC1CC1)c1cn(C2CN(C(=O)C3CCOC3)C2)nn1 (stereo not given) the results were KDM5B inh -6%.
For C=CCn1c(C)cc(C(=O)COC(=O)c2cc(C)nc3ccccc23)c1C the results were KDM5B inh 4%.
For CC(OC(=O)/C=C/c1ccc2ccccc2n1)C(=O)NC1(C#N)CCCCC1 (stereo not given) the results were KDM5B inh -18%.

(listing goes on)
For O=C(N1CCC2(CC1)CC(Cc1nc(-c3cnccn3)no1)CCO2)C1(c2ccccc2)CC1 (stereo not given) the results were KDM5B inh 15%.
For Cc1noc([C@@H]2C[C@H](NC(=O)Nc3ccccc3)CN2C)n1 the results were KDM5B inh -5%[86.2 µM].
`O=C(OCC#CCSc1nc2ccccc2s1)c1cccc2ccccc12` gave KDM5B inh inconclusive.
Cc1[nH]c2ccccc2c1SCCNC(=O)c1cccs1 was read as KDM5B inh -1%.
CC[N+](CC)(CC)Cc1ccc(C#N)o1 was read as KDM5B inh 18%.
Screening COc1ccc(C(=O)Nc2oc3c(C)cccc3c(=O)c2-c2cc(OC)c(OC)c(OC)c2)cc1 returned KDM5B inh -11%.
For NC(=O)C1CCN(C(=O)C2CCN(S(=O)(=O)Cc3c(F)cccc3Cl)CC2)CC1 the results were KDM5B inh 17%.
For Cc1c(C(=O)NCc2ccc(N(C)C)cc2)oc2c1-c1nn(Cc3cccc(Cl)c3)cc1CC2 the results were KDM5B inh inconclusive.
`COCCN1CCC(N2CCN(C(=O)CCCc3ccccc3)CC2)C1=O` (stereo not given) gave KDM5B inh -18%.
For O=C(/C=C/c1ccccc1)Nc1cccc(Oc2ccccc2)c1 the results were KDM5B inh -23%.
COc1nc(/C=C/N(C)C)c([N+](=O)[O-])c(OC)n1 was read as KDM5B inh 12%.
`Cc1ccc(Cl)cc1-n1ncc2c(N3CCC(C(N)=O)CC3)ncnc21` gave KDM5B inh -12%.
For CCN(CC)c1ncccc1CNC(=O)CN1CC(c2ccccc2)CC1=O (stereo not given) the results were KDM5B inh 16%.
`COc1ccc2[nH]c3c(c2c1)CCNC31CCN(C(=O)c2cc(C)n(C)n2)CC1` gave KDM5B inh inconclusive.
Screening COc1ccc2c(CSc3nnnn3-c3ccccc3)cc(=O)oc2c1 returned KDM5B inh inconclusive.
For COc1ccc(OC(=O)C2OC3OC(C)(C)OC3C3OC(C)(C)OC23)cc1 (stereo not given) the results were KDM5B inh 15%.
`Cc1cc(C(=O)NCCc2noc(-c3cccnc3)n2)nn1C` gave KDM5B inh -15%.
Screening CCC(Sc1nncn2c1cc1oc(C)cc12)C(=O)Nc1ccc(F)cc1 (stereo not given) returned KDM5B inh inconclusive.
For NC(CCCCCCC(N)C(=O)O)C(=O)O (stereo not given) the results were KDM5B inh 14%.
For COCC(=O)Nc1nc2c(s1)C(=O)CC(C)(C)C2 the results were KDM5B inh 10%.
Screening CCCN1CCN(C(=O)c2cccc(C(F)(F)F)c2)CC1 returned KDM5B inh 15%.
CCC(=O)c1ccc(NC(C)=O)cc1O was read as KDM5B inh 21%.
Screening N=c1c(C(=O)NCC2CCCO2)cc2c(=O)n3ccccc3nc2n1Cc1ccco1 (stereo not given) returned KDM5B inh inconclusive.
O=C(CSc1nc2ccccc2[nH]1)Nc1cccc(S(=O)(=O)N2CCOCC2)c1 was read as KDM5B inh 16%.
Screening CC(=O)n1nc(-c2cccnc2)nc1NCc1ccc(F)cc1 returned KDM5B inh -1%.
For CC(c1nccs1)N(C)C(=O)CCc1nnc(-c2ccc(-c3ccccc3)cc2)o1 (stereo not given) the results were KDM5B inh -1%.
Screening COc1cc(NC(=O)CN2CCN(CC(=O)Nc3ccc(F)cc3)CC2)cc(OC)c1 returned KDM5B inh -22%.
For OC1(c2csc(CN3CCN(c4ccccn4)CC3)n2)CCN(Cc2ccc(F)cc2)CC1 the results were KDM5B inh inconclusive.
CCOC(=O)Cn1c(=O)c2c(nc3n2CCCN3Cc2ccccc2)n(C)c1=O was read as KDM5B inh 20%.
COc1ccc(C(=O)Nc2nc3c(s2)C[C@@H]2[C@](C)(CO)[C@H](O)CC[C@@]2(C)[C@@H]3CC(=O)NC(C)C)cc1 was read as KDM5B inh 6%.
Screening Cc1ccc(-c2nnc(SCC(=O)NCc3ccccc3)nc2-c2ccc(C)cc2)cc1 returned KDM5B inh inconclusive.
Screening Cc1ccn2c(C(=O)N3CCCC(c4[nH]ncc4-c4ccccc4)C3)nnc2n1 (stereo not given) returned KDM5B inh 37%[activator].
CCc1cc(C(=O)NC(C)CCc2ccccc2)sc1C (stereo not given) was read as KDM5B inh -9%.
For Cc1cccc(NC(=O)CSc2nc3ccccc3c(=O)n2CCn2cc(Cl)cn2)c1C the results were KDM5B inh 15%.
Screening Cc1cccc(/N=C/c2c(C)[nH]n(-c3ccccc3)c2=O)n1 returned KDM5B inh -17%.
Screening CC(C)CCN1CCOc2cc(C(=O)NCc3cccs3)ccc2C1 returned KDM5B inh -3%[86.2 µM].

Three entries drawn at random from those above:
For Cc1noc([C@@H]2C[C@H](NC(=O)Nc3ccccc3)CN2C)n1 the results were KDM5B inh -5%[86.2 µM].
Screening CC(C)CCN1CCOc2cc(C(=O)NCc3cccs3)ccc2C1 returned KDM5B inh -3%[86.2 µM].
CC[N+](CC)(CC)Cc1ccc(C#N)o1 was read as KDM5B inh 18%.

The listing continues:
Cc1cccc2cc(CN(C(=O)c3ccccc3)C(C)C)c(=O)[nH]c12 was read as KDM5B inh -12%.
Screening CCOC(=O)c1cc(-c2ccccc2)n(CC(=O)Nc2ccccc2OCC)c1C returned KDM5B inh -3%.
For O=C(O)CCC(CCC(=O)O)C(=O)O the results were KDM5B inh -4%.
`CC(C)c1cccc(NC(=O)Cc2c[nH]c3ccccc23)c1` gave KDM5B inh -27%.
Screening O=C(O)CNS(=O)(=O)c1ccc2c(c1)CCC2 returned KDM5B inh -21%.
COCc1cc(C[C@@H]2CC[C@H](O)[C@@H](CN(C(=O)Nc3ccccc3)C(=O)Nc3ccccc3)O2)no1 was read as KDM5B inh -17%.
`CC(=O)N1CCC(N[C@@H]2CO[C@H](CNC(=O)CC(C)(C)C)[C@H]2O)CC1` gave KDM5B inh -4%[86.2 µM].
Cc1ccc(CCNC(=O)C2CCN(c3cc(C(F)(F)F)nc(C)n3)CC2)cc1 was read as KDM5B inh inconclusive.
`N#Cc1ccc(/C=N/Nc2ccccc2Cl)cc1` gave KDM5B inh 2%.
`O=C(O)CN(CCN(CC(=O)O)CC(=O)O)CCN(CC(=O)O)CC(=O)O` gave KDM5B inh inconclusive.
Screening CCC1C(=O)NCCN1C(=O)c1ccc2nc(Cc3cccc(Cl)c3)oc2c1 (stereo not given) returned KDM5B inh 19%.
Screening CC(C(=O)N(C)CC(=O)Nc1ccccc1C(F)(F)F)N1CCCC(C(F)(F)F)C1 (stereo not given) returned KDM5B inh 14%.
For CCS(=O)(=O)N1CC(=O)N(c2cccc(Cl)c2C)C(C)(C(=O)NC2CCCCC2)C1 (stereo not given) the results were KDM5B inh -10%.
`N#Cc1nc(-c2ccc(S(=O)(=O)N3CCc4ccccc4C3)cc2)oc1NCCCn1ccnc1` gave KDM5B inh inconclusive.
`O=C(Cn1ncc(=O)c2ccccc21)N1CCCC1c1ccc2c(c1)OCCCO2` (stereo not given) gave KDM5B inh 10%.
For CCN(CC)C(=O)C(NC(=O)c1cccs1)C1CCN(C(=O)c2cccc(F)c2)CC1 (stereo not given) the results were KDM5B inh inconclusive.
Screening COc1ccccc1Nc1ncc2c(n1)CN(C(=O)c1cccc(N(C)C)c1)CCN2 returned KDM5B inh -24%[86.2 µM].
For CC(=O)Nc1cccc(Nc2nc3ccccc3n3c(C)nnc23)c1 the results were KDM5B inh 128%[activator].
For Cc1c(CO)[nH]c2ccc(Br)cc12 the results were KDM5B inh -23%.
Screening CN(C(=O)[C@@H]1C[C@@H](c2cccc(C(F)(F)F)c2)N(Cc2cnn(C)c2)C1)c1ccccc1 returned KDM5B inh -14%.
Screening O=C(COc1ccc(F)cc1)Nc1nnc(S(=O)(=O)N2CCc3ccccc32)s1 returned KDM5B inh -30%.
For Cc1cc(Br)ccc1NC(=O)CSc1nc2cc([N+](=O)[O-])ccc2o1 the results were KDM5B inh -13%.
Screening CCCNC(=O)N1CCCN(Cc2ccc3c(c2)OCO3)c2ccccc21 returned KDM5B inh -20%.
Screening COCCN1C(=O)c2cccn2CC1CNC(=O)c1n[nH]c(=O)c2ccccc12 (stereo not given) returned KDM5B inh 2%.
`CCCCCCc1cc2cc(-c3nnc(-c4ccc(C)cc4)o3)c(=O)oc2cc1O` gave KDM5B inh inconclusive.
Screening O=Cc1ccccc1-c1cncc(C(=O)O)c1 returned KDM5B inh inconclusive.
For Cc1ccc(C)c(-c2nc(NC(=O)c3cc(C)on3)sc2C)c1 the results were KDM5B inh -26%.
`COc1ccc(S(=O)(=O)c2cnc(SCC(=O)Nc3cc(F)ccc3C)[nH]c2=O)cc1Cl` gave KDM5B inh -11%.
COCCN1C(=O)CS(=O)(=O)C12CCN(C(=O)C1CC1)CC2 was read as KDM5B inh -19%.
`CCn1cc(C(=O)O)c(=O)c2cc(F)c(N3CCN(C(=S)NC(=O)c4cccc(C)c4)CC3)cc21` gave KDM5B inh inconclusive.
Screening Cc1cc2oc(C(=O)Nc3c(C)n(C)n(-c4ccccc4)c3=O)c(C)c2cc1Cl returned KDM5B inh 24%.
`Cc1sc2ncn(CCC(=O)NC3CCN(Cc4ccccc4)CC3)c(=O)c2c1C` gave KDM5B inh -11%.
`COc1ccc(OC)c(CN(C(=O)c2cc(OC)ccc2Br)C2CC2)c1` gave KDM5B inh 20%.
Screening N#Cc1ncc(Cl)c2ccccc12 returned KDM5B inh inconclusive.
Screening CS(=O)(=O)Nc1ccc(C2(C(=O)NC3CCCCCC3)CCCCC2)cc1 returned KDM5B inh -5%.
Screening Clc1ccc(CSc2cc(-c3ccccc3)c3ccccc3n2)cc1 returned KDM5B inh 2%.

Arranged by length of the SMILES (highest first): some entries from above
Screening CN(C(=O)[C@@H]1C[C@@H](c2cccc(C(F)(F)F)c2)N(Cc2cnn(C)c2)C1)c1ccccc1 returned KDM5B inh -14%.
`CCCCCCc1cc2cc(-c3nnc(-c4ccc(C)cc4)o3)c(=O)oc2cc1O` gave KDM5B inh inconclusive.
Screening Cc1cccc(/N=C/c2c(C)[nH]n(-c3ccccc3)c2=O)n1 returned KDM5B inh -17%.

Continuation.
`CCN(CC)CCNC(=O)c1cc2c(=O)[nH]c3ccc(C)cc3c2s1` gave KDM5B inh inconclusive.
For O=C(C1=C(O)C(=O)N(CCc2ccccc2)C1c1ccncc1)c1ccco1 (stereo not given) the results were KDM5B inh inconclusive.
CCOc1ccccc1CNc1ncnc2onc(-c3ccc(F)cc3)c12 was read as KDM5B inh -27%.
O=C(NCc1cccc(Br)c1)C1CCN(C(=O)c2sccc2-n2cccc2)CC1 was read as KDM5B inh -5%.
For Cc1ccc(NC(=O)CN2C(=O)COc3ccc(S(=O)(=O)N4CCCCC4)cc32)cc1N(C)C the results were KDM5B inh -10%.
`O=C(Nc1ccc2c(N3CCCCC3)ncnc2c1)c1ccccc1C(F)(F)F` gave KDM5B inh inconclusive.
`CC(=O)Nc1ccc(OCCC2CCCCC2)cc1` gave KDM5B inh -6%.
Cc1nc2nc(NCc3ccccc3)[nH]n2c(=O)c1CCC(=O)Nc1ccc2ccccc2c1 was read as KDM5B inh 2%.
Screening Cc1ccc(Cn2ccc(NC(=O)C3=CC(c4ccc(C)cc4)=NS(=O)(=O)N3C)n2)cc1 returned KDM5B inh -3%.
CCCn1c(C)cc(C(=O)CSc2nnc(C(C)Oc3ccccc3F)o2)c1C (stereo not given) was read as KDM5B inh 2%.
For COc1cc(NC(=O)CCc2ncc(-c3ccc(Cl)cc3)o2)cc(OC)c1 the results were KDM5B inh 12%.
For COc1ccc(OC)c(NC(=O)CCC2CCN(C(=O)c3ccccc3)CC2)c1 the results were KDM5B inh -25%.
For CCOC(=O)c1c(NC(=O)CN2CCC(C)CC2)sc2c1CC(C)(C)OC2 the results were KDM5B inh -3%.

Assay outcomes from PubChem BioAssay.
